# Source: PubChem (several laboratories)
# Rpn11 inh: inhibitors of human proteasome Rpn11. O00487. human 26S proteasome, Ub4-pepOG fluorescence polarization; 20S core pre-blocked with epoxomicin. calls only at 20 µM. 0.59% of 360,000 active. AID 588493;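 active means inhibition at 20 µM, scaled to each plate's controls, above about 33%, limit read from the data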
# NadD block: blocks S. aureus nicotinate mononucleotide adenylyltransferase; purified NadD enzyme, colorimetric absorbance read-out; inhibition, % at 20 µM; 0.78% of 360,000 active; in the data active means inhibition above about 26%; further: some compounds past the cut are filed as inactive
# DNMT1 inh: DNMT1 (human) enzyme inhibition | DNMT1 molecular beacon, Hinp1I cleavage, fluorescence | inhibition (reported as % activation of signal), % at 10 µM | 0.83% of 360,000 active | AID 588458; in the data active means inhibition above about 50%
# STEP block: STEP (human) phosphatase inhibition; recombinant STEP, OMFP fluorogenic substrate, fluorescence; AID 588621; P54829; 0.25% of 360,000 active; inhibition, % at 20 µM;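 active means inhibition at 20 µM, scaled per plate between control wells, above about 37%, limit read from the data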;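 further: 0% = DMSO with enzyme and substrate and 100% = substrate only without enzyme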
# Target sequence (P54829 whole entry, looked up): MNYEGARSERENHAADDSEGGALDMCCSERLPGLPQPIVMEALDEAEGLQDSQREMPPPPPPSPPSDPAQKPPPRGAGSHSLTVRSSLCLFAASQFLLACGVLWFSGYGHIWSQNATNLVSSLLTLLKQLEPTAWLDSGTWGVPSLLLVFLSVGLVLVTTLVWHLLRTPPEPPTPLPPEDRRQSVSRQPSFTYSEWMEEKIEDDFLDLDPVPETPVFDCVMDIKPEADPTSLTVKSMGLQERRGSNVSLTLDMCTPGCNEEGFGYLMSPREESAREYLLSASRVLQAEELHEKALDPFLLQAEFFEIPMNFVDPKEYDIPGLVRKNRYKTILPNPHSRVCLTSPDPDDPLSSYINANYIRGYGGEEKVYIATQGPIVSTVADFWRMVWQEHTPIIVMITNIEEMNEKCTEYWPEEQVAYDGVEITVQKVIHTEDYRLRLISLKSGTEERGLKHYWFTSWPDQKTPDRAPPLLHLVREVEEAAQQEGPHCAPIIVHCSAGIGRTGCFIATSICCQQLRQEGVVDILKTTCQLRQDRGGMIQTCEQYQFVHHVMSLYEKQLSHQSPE
#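 Material: STEP (striatal-enriched tyrosine phosphatase) enzyme, cell-free | Medium: 50 mM Bis-Tris pH 6.0 with 2.5 mM DTT and 0.005% Tween 20 | Read-out: Percent inhibition scaled to no-enzyme and uninhibited-enzyme controls, plate-pattern corrected | Signal: Fluorescence read at 480 nm ex / 540 nm em | Times: 20 min reaction, room temperature, in the dark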
# Scp-1 inhibitor: inhibitors of human Scp-1 phosphatase; Q9GZU7; inhibition, % at 20 µM; 0.88% of 340,000 active; Recombinant Scp1, phosphopeptide, malachite green phosphate absorbance;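 active means inhibition above about 50% at 20 µM, limit read from the data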;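 further: plate controls were DMSO wells with enzyme for no effect and wells lacking enzyme for full effect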
# Target sequence (Q9GZU7 76-261 limits assumed): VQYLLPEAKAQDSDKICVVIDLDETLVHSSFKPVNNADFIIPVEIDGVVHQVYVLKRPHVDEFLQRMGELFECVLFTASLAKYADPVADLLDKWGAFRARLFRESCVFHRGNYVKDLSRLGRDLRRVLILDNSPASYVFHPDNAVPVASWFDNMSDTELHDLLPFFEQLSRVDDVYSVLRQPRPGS
#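 Material – SCP-1 phosphatase catalytic domain, residues 76-261 · Buffer or medium – Acidic Tris acetate buffer with magnesium and detergent · Also added – Phospho 17-mer peptide substrate · Compound – single 20 µM dose, 1% DMSO · Times – 45 min room-temperature reaction, 5 min colour, 30 min stabiliser · Technique – Phosphate-binding colour reagent, absorbance read at 630 nm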
# Neddylation inh: inhibitors of human cullin neddylation; TR-FRET cullin neddylation, biochemical; calls only at 25 µM; 0.58% of 360,000 active; AID 651699; in the data active means inhibition above about 36%
# Rin1-Abl PPI inh: human Rin1-Abl interaction inhibition; inhibition, % at 7.35 µM; P00519+Q13671; TR-FRET Rin1/Abl binding, biochemical; 0.4% of 360,000 active; in the data active means inhibition above about 5%, passing the limit was not always enough
# SUMO1-SIM PPI: modulators of human SUMO1-mediated protein-protein interactions. SUMO1 binding to a labelled peptide, TR-FRET, 1 h. AID 602429. 0.33% of 360,000 active. P63165. inhibition, % at 20 µM; in the data active means inhibition above about 37%
# CSN deneddyl inh: CSN deneddylation inhibition; Q92905; Purified CSN, SCF-Nedd8-OG deneddylation, fluorescence polarization; inhibition, % at 12.5 µM; 0.38% of 360,000 active;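 active means pattern-corrected inhibition above about 35%, with an unprinted fluorescence ratio check between 0.5 and 1.5, limit read from the data, passing the limit was not always enough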;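 further: 0% = enzyme with substrate and 100% = substrate without enzyme; some results filed as inactive read as strong as hits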
# Target sequence (Q92905 whole entry, looked up, one chain of several): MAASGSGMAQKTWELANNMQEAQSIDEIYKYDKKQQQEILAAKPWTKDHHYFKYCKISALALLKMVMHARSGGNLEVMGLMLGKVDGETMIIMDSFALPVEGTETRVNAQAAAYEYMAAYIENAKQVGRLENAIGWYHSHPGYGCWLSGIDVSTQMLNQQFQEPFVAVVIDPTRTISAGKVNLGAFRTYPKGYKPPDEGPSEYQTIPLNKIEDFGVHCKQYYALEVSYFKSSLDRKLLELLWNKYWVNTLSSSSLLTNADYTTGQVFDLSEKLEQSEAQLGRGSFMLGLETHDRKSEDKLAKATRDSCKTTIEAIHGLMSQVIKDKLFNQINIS
#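 Material: purified human Csn5 enzyme expressed in HEK293T cells / Medium: Tris buffer pH 7.5, NaCl, DTT, Tween-20, trehalose, ovalbumin / Compound dosing: 12.5 µM single point / Schedule: 90 min incubation of compound, enzyme and substrate at room temperature / Signal: fluorescence polarization of the substrate / Control set: no-enzyme wells high, enzyme-with-substrate wells low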
# LMPTP inh: LMPTP (human) inhibition. P24666. recombinant LMPTP-A, OMFP fluorogenic substrate, fluorescence intensity. inhibition, % at 20 µM. 0.22% of 360,000 active. AID 651560;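 active means compounds that cut the enzyme signal by at least half of the control window in the single-dose screen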;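 further: plate controls were DMSO wells with enzyme plus substrate for no effect and substrate without enzyme for full effect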
#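 Test system – LMPTP-A phosphatase enzyme · Quantity – 0.625 nM LMPTP-A final · Reagent – OMFP substrate, 400 µM final · Dosing – one test concentration per compound, 20 µM, with 3% DMSO overall · Timing – 50 min enzyme reaction at room temperature, protected from light · Detection – fluorescence intensity · Controls – substrate-only low control, DMSO enzyme-plus-substrate high control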
# * hit, by the source's call; i = inactive; nt = not tested or not shown; + = active, no number. An unsorted share of the library; 3.8% or so of the library scored in one or more.
SMILES,Rpn11 inh,NadD block,DNMT1 inh,STEP block,Scp-1 inhibitor,Neddylation inh,Rin1-Abl PPI inh,SUMO1-SIM PPI,CSN deneddyl inh,LMPTP inh
Cc1nc(SCC(=O)Nc2ccc(N3CCOCC3)cc2)nc(C)c1C,i,2,-5,0,-5,i,-3,-5,-3,0.0
CCn1c(SCCC(=O)O)nnc1-c1cccnc1,i,7,2,-4,-1,i,1,-3,0,-1.1
Cc1ccc(-c2c(C)c(-c3ccc(F)cc3)nc(N)c2C#N)o1,+,14,-15,4,2,nt,3,2,3,1.3
Cc1cccc(N(Cc2cc(=O)[nH]c3ccccc23)C(=O)C(C)C)c1,i,-5,1,-2,-7,i,0,1,0,-1.7
CCn1c(-c2cccc(Cl)c2)n[nH]c1=S,i,2,2,-3,-13,i,-1,2,-7,-1.6
O=C(/C=C\c1ccco1)Nc1nc(-c2ccc3ccccc3c2)cs1,i,10,-11,-2,-11,i,2,3,-11,0.4
CCCCCOc1ccc(/C=C/C(=O)NCCc2nc3ccccc3[nH]2)cc1OC,i,0,-11,0,9,nt,-9,-5,17,1.3
CC(=O)Oc1ccc2c(c1)c(C(C)=O)c(C)n2C,i,-3,0,-1,-4,i,-2,1,1,-0.2
Cc1nn(-c2ccccc2)c(C)c1/C=N/NC(=O)c1cc(-c2ccc(Cl)s2)[nH]n1,i,16,-8,-2,-2,i,0,3,-1,2.9
Cc1cc([N+](=O)[O-])c2ccccc2c1NS(=O)(=O)c1ccccc1,i,-2,1,0,-16,i,-2,-17,-1,0.4
CC(=O)c1ccn(S(=O)(=O)c2ccc(Cl)cc2)c1,i,-2,3,9,-5,i,-2,-2,-2,-2.1
CNC(=O)C1Cc2c(-c3cccc(F)c3)ccnc2O1 (stereo not drawn),i,-5,-3,-2,nt,i,-5,-10,5,-0.8
Cc1ccc(OCC(O)CN2C(=O)NC(C)(C)C2=O)cc1 (stereo not drawn),i,-3,-2,3,-5,i,3,-2,7,-0.2
Cc1cccc(C(=O)OCC(=O)NN2C(=O)NC3(CCCCC3)C2=O)c1,i,2,1,-1,-1,i,0,5,-2,-1.4
N#CCC(CNc1ncc(C(F)(F)F)cc1Cl)OC(=O)c1ccc(Cl)cc1 (stereo not drawn),i,1,-3,2,-4,i,0,-1,3,2.4
CC1(NC(=O)Cc2csc(-c3ccc(Cl)cc3)n2)CCS(=O)(=O)C1 (stereo not drawn),i,4,1,1,-2,i,2,-6,3,-0.2
COc1ccc(Br)c(C(=O)OCc2cc(=O)oc3cc(C)ccc23)c1,i,-1,6,2,0,i,1,-5,8,5.6
CC(NC(=O)COC(=O)c1ccccc1O)c1ccccc1 (stereo not drawn),i,-2,4,2,nt,i,6,1,3,-0.8
O=C1CCC[C@@H]2[C@@H](Cc3ccccc3)[C@H](N3CCN(c4ccccc4)CC3)C[C@@H]3CCN1[C@@H]32,i,5,-7,0,-4,i,2,8,-3,2.4
COc1ccc(-c2c3c(=O)n(C)c(=O)n(C)c3cn2Cc2ccccn2)cc1,i,-1,-3,1,26,i,3,0,3,0.6
CC(=O)OCC1=C(C(=O)O)N2C(=O)C(NC(=O)c3ccc(COc4c(C)cccc4Cl)o3)C2SC1 (stereo not drawn),i,4,17,1,22,i,1,12,17,3.1
CC(=O)c1ccc(S(=O)(=O)Nc2ccc3c(c2)OCO3)cc1,i,-4,-8,-2,2,i,-1,-1,-2,0.9
CC(=O)c1c(C(C)=O)c(C)n(-c2ccc(C(=O)O)cc2)c1C,i,7,-1,1,-3,i,-1,1,-6,-0.8
CCC(=O)Nc1ccc2oc(-c3ccccc3Br)nc2c1,i,5,-1,-2,-2,i,-5,-5,-11,2.9
CC1CCCCN1Cc1nc2c(c(=O)n(C)c(=O)n2C)n1Cc1c(F)cccc1Cl (stereo not drawn),i,-2,1,0,-17,i,2,5,-2,-0.8
O=C(Nc1ccc2nc(-c3cccs3)c(-c3cccs3)nc2c1)NC1CC1,+,26,-10,-2,-9,i,-4,-12,12,2.2
CCN(CC)C(=O)CSc1nc(-c2cccs2)cc(-c2cccs2)c1C#N,i,6,-8,6,-17,i,-6,-12,-2,10
Cc1ccccc1CNC(=O)Cc1cccs1,i,2,-2,0,3,i,1,-2,6,-0.6
CC(=O)Nc1cccc(Cl)c1C(=O)O,i,-5,-1,-1,0,i,4,1,0,-2.2
COc1ccc(-n2cnnc2SCC(=O)Nc2nc(C)c(Cl)cc2Cl)cc1,i,1,0,0,-13,i,-2,-1,-3,-1.7

# Sorted by number of heavy atoms (largest number first): some entries from above
SMILES,Rpn11 inh,NadD block,DNMT1 inh,STEP block,Scp-1 inhibitor,Neddylation inh,Rin1-Abl PPI inh,SUMO1-SIM PPI,CSN deneddyl inh,LMPTP inh
CC1(NC(=O)Cc2csc(-c3ccc(Cl)cc3)n2)CCS(=O)(=O)C1 (stereo not drawn),i,4,1,1,-2,i,2,-6,3,-0.2
CCC(=O)Nc1ccc2oc(-c3ccccc3Br)nc2c1,i,5,-1,-2,-2,i,-5,-5,-11,2.9
Cc1ccccc1CNC(=O)Cc1cccs1,i,2,-2,0,3,i,1,-2,6,-0.6

# Some of the entries so far, with the structure last:
Rpn11 inh	NadD block	DNMT1 inh	STEP block	Scp-1 inhibitor	Neddylation inh	Rin1-Abl PPI inh	SUMO1-SIM PPI	CSN deneddyl inh	LMPTP inh	smiles
i	4	1	1	-2	i	2	-6	3	-0.2	CC1(NC(=O)Cc2csc(-c3ccc(Cl)cc3)n2)CCS(=O)(=O)C1 (stereo not drawn)
i	-1	6	2	0	i	1	-5	8	5.6	COc1ccc(Br)c(C(=O)OCc2cc(=O)oc3cc(C)ccc23)c1
i	-2	4	2	nt	i	6	1	3	-0.8	CC(NC(=O)COC(=O)c1ccccc1O)c1ccccc1 (stereo not drawn)
i	5	-7	0	-4	i	2	8	-3	2.4	O=C1CCC[C@@H]2[C@@H](Cc3ccccc3)[C@H](N3CCN(c4ccccc4)CC3)C[C@@H]3CCN1[C@@H]32
i	-1	-3	1	26	i	3	0	3	0.6	COc1ccc(-c2c3c(=O)n(C)c(=O)n(C)c3cn2Cc2ccccn2)cc1
i	4	17	1	22	i	1	12	17	3.1	CC(=O)OCC1=C(C(=O)O)N2C(=O)C(NC(=O)c3ccc(COc4c(C)cccc4Cl)o3)C2SC1 (stereo not drawn)
i	-4	-8	-2	2	i	-1	-1	-2	0.9	CC(=O)c1ccc(S(=O)(=O)Nc2ccc3c(c2)OCO3)cc1
i	7	-1	1	-3	i	-1	1	-6	-0.8	CC(=O)c1c(C(C)=O)c(C)n(-c2ccc(C(=O)O)cc2)c1C
i	5	-1	-2	-2	i	-5	-5	-11	2.9	CCC(=O)Nc1ccc2oc(-c3ccccc3Br)nc2c1
i	-2	1	0	-17	i	2	5	-2	-0.8	CC1CCCCN1Cc1nc2c(c(=O)n(C)c(=O)n2C)n1Cc1c(F)cccc1Cl (stereo not drawn)
+	26	-10	-2	-9	i	-4	-12	12	2.2	O=C(Nc1ccc2nc(-c3cccs3)c(-c3cccs3)nc2c1)NC1CC1
i	6	-8	6	-17	i	-6	-12	-2	10	CCN(CC)C(=O)CSc1nc(-c2cccs2)cc(-c2cccs2)c1C#N

# (continued)
SMILES,Rpn11 inh,NadD block,DNMT1 inh,STEP block,Scp-1 inhibitor,Neddylation inh,Rin1-Abl PPI inh,SUMO1-SIM PPI,CSN deneddyl inh,LMPTP inh
O=C(Nc1c2c(nn1-c1ccccc1)CS(=O)(=O)C2)c1ccc(Br)o1,i,4,9,-3,nt,i,-4,-2,-5,1.1
CCOC(=O)C1CCN(C(=O)C2CCN(S(=O)(=O)CC)CC2)CC1,i,-1,-1,-3,7,i,-5,3,-3,-1.9
COc1ccc(-c2nnc(SCC(=O)N3CCN(c4ccccc4)CC3)o2)cc1OC,i,2,3,2,3,i,3,4,-4,1.7
CC(=O)CSc1nc(N(C)C)nc(N(C)C)n1,i,3,-1,-2,4,i,-4,-2,-7,0.0
COc1cc(NS(=O)(=O)c2ccc(Nc3nc(-c4cccc([N+](=O)[O-])c4)cs3)cc2)nc(OC)n1,i,28,-19,-2,13,i,-1,14,3,4.6
Cc1cc(C(=O)NN=C2CC(=O)CC(C)(C)C2)c(C)o1,i,-4,0,0,-4,i,1,-2,-5,-1.3
COc1ccc(/C=N/Nc2cc(C)nc(N3CCOCC3)n2)cc1,i,-3,0,-3,-4,i,1,-4,-4,1.7
Cc1nc2ccc(S(=O)(=O)Nc3cc(-c4nc5cccnc5s4)ccc3C)cc2s1,i,2,-17,2,-12,nt,1,1,2,1.8
CC(C)CN(C(=O)COC(=O)c1ccccc1Sc1ccccc1C#N)C1CCS(=O)(=O)C1 (stereo not drawn),i,0,6,-2,-6,i,-8,-3,-8,-0.3
COc1ccc(CN2CCNC(=O)C2CC(=O)O)c(OC)c1 (stereo not drawn),i,1,2,-2,-9,i,0,-1,-3,-1.8
CCc1nc2c(OCC(=O)N(C)C)cccn2c1N(C=O)Cc1ccc(OC)cc1,i,4,-4,4,nt,i,3,3,-2,-0.9
CCOc1ccc(C2c3[nH]c4ccccc4c3CCN2CCCn2cccn2)cc1 (stereo not drawn),i,-2,-5,1,-5,nt,4,-14,-15,0.1
O=C(/C=C/Nc1ccc(F)cc1)c1ccc(Oc2ncccn2)cc1,i,3,12,-5,1,i,1,-3,1,-2.2
O=c1oc2ccccc2c2c1C(c1ccc(Cl)cc1)Nc1ccc3ccccc3c1-2 (stereo not drawn),i,19,16,1,0,nt,2,3,4,2.7
Cc1ccc(NCC(=O)c2ccc(C)cc2)cc1,i,-1,-1,1,-4,i,1,4,-5,0.5
CC(C)C1(C2CCCC2)NC(=O)NC1=O (stereo not drawn),i,-3,4,1,-5,i,2,4,-6,-1.1
COc1ccc(S(=O)(=O)N2CCN(C(=O)Cc3cccs3)CC2)cc1,i,-1,2,2,-9,i,0,-2,-4,-1.1
CCOC(=O)c1c(-c2ccc(-c3ccccc3)cc2)csc1NC(=O)C1C2CCC(O2)C1C(=O)O (stereo not drawn),i,38*,14,9,6,i,0,12,3,1.0
O=C(OCC(=O)N1CCc2ccccc2C1)c1cccnc1Cl,i,-7,1,-1,-7,i,-2,12,-12,-1.7
Cc1c(CNC2CCC(C)CC2)c(C(=O)O)c(C)n1Cc1ccccc1 (stereo not drawn),i,-25,0,7,-37,i,3,0,-15,0.7
CCN(CC1CCCO1)C(=O)CCc1nnc(Cc2ccc3c(c2)OCO3)o1 (stereo not drawn),i,-4,1,-3,6,i,2,1,3,1.4
Cc1ccccc1/C=N/Nc1ncnc2nc[nH]c12,i,-4,0,2,9,i,-4,-3,2,-1.1
